Source: PubChem BioAssay (The Scripps Research Institute Molecular Screening Center)
MBD2 inh = inhibitors of MBD2 binding to methylated DNA, primary screen, biochemical, TR-FRET, DNA-binding domain, human; Methyl-CpG-binding domain protein 2 (Homo sapiens), Q9UBB5; MBD2 binding to methylated oligonucleotide; inhibition, % at 4.4 µM; 370,000 tested, 0.31% active; in the data active = inhibition above about 13%
TDP2 absorb = human TDP2 enzyme inhibitors, primary screen, biochemical, epi absorbance, recombinant enzyme | Tyrosyl-DNA phosphodiesterase 2 (Homo sapiens), O95551 | T5PNP hydrolysis, p-nitrophenol absorbance 415 nm | inhibition, % at 12.8 µM | 370,000 tested, 0.34% active;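 active = inhibition above the mean of all tested compounds plus 3 SD, set per campaign, cut at about 25% in these data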;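 also: 0% = DMSO with enzyme and 100% = buffer with substrate but no TDP2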
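Material: recombinant human TDP2; quantity: TDP2 enzyme at 120 nM final; medium: Tris-HCl pH 7.5 with MgCl2; compound: single concentration, 12.8 µM nominal, with 1% DMSO; incubation: 2 h enzyme incubation at 37 °C; signal: epi absorbance; measure: percent inhibition; benchmarks: high control without enzyme, low control DMSO plus TDP2; repeats: singlicate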
SIAE inh = human SIAE inhibitors, primary screen, biochemical, fluorescence polarization, FP-Rh probe, 1536-well HTS; 370,000 tested, 0.69% active; SIAE FP-Rh probe binding; Sialate O-acetylesterase (Homo sapiens), Q9HAT2; inhibition, % at 9.66 µM;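 active = inhibition above a cutoff: mean of compounds within the control limits plus 3 SD of those, cut at about 17% in these data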;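 also: 0% = plate median of compound wells and 100% = probe without SIAE protein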
Target sequence (Q9HAT2 whole entry, looked up): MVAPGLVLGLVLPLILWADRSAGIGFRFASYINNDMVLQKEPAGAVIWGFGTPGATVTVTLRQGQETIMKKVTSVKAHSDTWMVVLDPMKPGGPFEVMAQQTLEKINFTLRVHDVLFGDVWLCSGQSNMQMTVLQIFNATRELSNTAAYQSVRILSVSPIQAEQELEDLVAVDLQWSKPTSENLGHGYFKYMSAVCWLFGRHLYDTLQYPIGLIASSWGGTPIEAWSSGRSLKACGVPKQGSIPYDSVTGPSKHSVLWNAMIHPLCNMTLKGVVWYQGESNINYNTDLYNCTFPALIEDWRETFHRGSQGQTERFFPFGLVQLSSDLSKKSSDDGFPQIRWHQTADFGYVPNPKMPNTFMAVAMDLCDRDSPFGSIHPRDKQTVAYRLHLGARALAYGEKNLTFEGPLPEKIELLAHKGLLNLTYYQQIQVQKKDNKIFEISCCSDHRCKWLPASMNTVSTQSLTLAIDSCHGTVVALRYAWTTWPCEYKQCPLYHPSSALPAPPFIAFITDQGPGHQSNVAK
Tn7 DDE FP = inhibitors of Tn7 peptide binding to fibrin DD(E), primary screen, biochemical, fluorescence polarization, human fibrin, Tn7 probe | Fibrinogen beta chain (Homo sapiens), P02675 | FP displacement of FITC-Tn7 peptide from fibrin DD(E); 0% = median of compound wells per plate | inhibition, % at 8.3 µM | 370,000 tested, 0.13% active;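 active = inhibition above the mean of compounds falling within the control limits plus 3 SD of them, cut at about 14% in these data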;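 also: 0% = plate median of compound wells and 100% = 10 µM Aha-Tn7 peptide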
Target sequence (P02675 whole entry, looked up): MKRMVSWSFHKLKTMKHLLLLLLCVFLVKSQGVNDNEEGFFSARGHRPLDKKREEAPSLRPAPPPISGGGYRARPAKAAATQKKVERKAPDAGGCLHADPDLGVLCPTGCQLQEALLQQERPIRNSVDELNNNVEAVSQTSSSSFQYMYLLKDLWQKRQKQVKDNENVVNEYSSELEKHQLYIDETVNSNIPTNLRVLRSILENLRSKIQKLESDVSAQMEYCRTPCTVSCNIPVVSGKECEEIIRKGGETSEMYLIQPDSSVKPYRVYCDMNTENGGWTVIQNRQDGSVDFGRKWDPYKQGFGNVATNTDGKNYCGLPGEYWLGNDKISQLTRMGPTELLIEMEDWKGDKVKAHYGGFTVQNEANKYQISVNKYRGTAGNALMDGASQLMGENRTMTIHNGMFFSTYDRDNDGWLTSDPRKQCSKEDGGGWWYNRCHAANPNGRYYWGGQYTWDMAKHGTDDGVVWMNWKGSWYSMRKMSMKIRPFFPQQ
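system = human fibrin DD(E) protein | quantity = DD(E) 2 µM final | medium = Tris/NaCl/CaCl2 buffer, pH 7.8 | also added = labelled Tn7 tracer, 0.1 µM | compound dosing = single point at 8.3 µM | timing = compound with protein 10 min, then 3 h after probe, room temperature | signal = FP measurement | benchmarks = Aha-Tn7 high control | repeats = one replicate per compound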
PRMT1 inh = PRMT1 methyltransferase inhibitors, primary screen, biochemical, fluorescence polarization | Protein arginine N-methyltransferase 1 (Homo sapiens), Q99873 | 370,000 tested, 1.3% active | AID 652257, 2013 | inhibition, % at 2.79 µM | recombinant PRMT1, activity-based probe fluorescence polarization;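 active = inhibition above about 21% made by adding two undisclosed values, limit read from the data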
LEDGF integ inh = blockers of LEDGF/p75-dependent integrase strand transfer – biochemical, TR-FRET, high throughput, primary screen; inhibition, % at 3.7 µM; AID 743269, 2014; TR-FRET IN-LEDGF/p75 DNA integration, Eu/Cy5; 370,000 tested, 0.64% active;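 active = inhibition above the screen-wide mean plus 3 SD, cut at about 13% in these data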;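 also: signal is the Cy5 over europium emission ratio at 671 and 618 nm; 0% = plate median of compound wells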
KLK7 zymogen act = proKLK7 zymogen activators, primary screen, biochemical, fluorescence intensity; Kallikrein-7 (Homo sapiens), P49862; purified proKLK7, EDANS-DABCYL substrate fluorescence; 100% is mature enzyme control, 0% vehicle; activation, % at 7 µM; 370,000 tested, 0.9% active;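 active = activation above the mean of all tested compounds plus 3 SD, computed per campaign excluding outliers beyond control limits, cut at about 13% in these data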
DDE Tn6 FP inh = inhibitors of Tn6 peptide binding to fibrin DD(E), primary screen, biochemical, fluorescence polarization, human fibrin, Tn6 probe; 370,000 tested, 0.21% active; inhibition, % at 8.3 µM; Fibrin DD(E) TRITC-Tn6 fluorescence polarization displacement;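 active = inhibition above a per-campaign cutoff: mean of compounds within control limits plus 3 SD, cut at about 15% in these data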;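 also: 0% = median of all compound wells on the plate and 100% = blocking peptide control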
UHRF1 binding = UHRF1 methylated DNA binding inhibitors, primary screen, counter-screen for MBD2 inhibitor project, biochemical, TR-FRET, human UHRF1, single concentration. E3 ubiquitin-protein ligase UHRF1 (Homo sapiens), Q96T88. UHRF1 binding to methylated oligo. inhibition, % at 4.4 µM. 370,000 tested, 0.75% active. AID 687016, 2013; in the data active = inhibition above about 21%;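 also: UHRF1 SRA domain binding a hemimethylated CpG hairpin DNA probe; 0% = median of test compound wells and 100% = reference inhibitor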
TCR CD3 inh = inhibitors of human TCR-CD3 interaction, primary screen, biochemical, fluorescence, TAMRA-labeled TCR probe; T-cell receptor (TCR); inhibition, % at 9.4 µM; 360,000 tested, 0.37% active; in the data active = inhibition above about 19%;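 also: recombinant mutant TCR 2C K166C tagged with TAMRA read by polarization; 0% = receptor in buffer alone and 100% = receptor with positive control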
* marks the source's active call; other numbers are inactive results; · = no result given; & = joins results of further samples.

1: Cc1ccccc1C(=O)N1CC1C (centres undefined)
2: Cc1ccc(Cn2nc(C)c(C=O)c2Cl)cc1
3: COc1ccc(C(c2nnnn2C2CCCC2)N2CCC3(CC2)C(=O)NCN3c2ccccc2)cc1 (centres undefined)
4: CCCCn1c(NS(=O)(=O)c2ccccc2)c(C(=O)OCC)c2nc3ccccc3nc21
5: CC(C)N1C(=O)CC2(CC[N+](C)(CCOC(=O)C(O)(c3ccccc3)c3ccccc3)CC2)C1=O (centres undefined)
6: COCCCn1c(N)c(C(=O)OC(C)COC)c2nc3ccccc3nc21 (centres undefined)
7: O=P(Oc1ccccc1)(Oc1ccccc1)C(Nc1ccccc1)c1ccccc1 (centres undefined)
8: CCC(=NCC1CCCO1)c1c(O)n(-c2ccccc2)c(=O)[nH]c1=O (centres undefined)
9: Cc1cc2ccccc2c(=O)n1CC(=O)NCC(=O)N1CCC2(CC1)OCCO2
10: N#C/C(=C\c1ccc(O)cc1)C(=O)O
entry no.	1	2	3	4	5	6	7	8	9	10
MBD2 inh	-7	0	-5	7	-2	-4	3	0	0	1&-6
TDP2 absorb	-5	-11	-7	88*	7	3	-1	4	-4	2&-12
SIAE inh	-2	-4	-1	2	-3	-5	-1	7	4	4&-4
Tn7 DDE FP	4	-2	0	-6	-3	4	4	-4	2	7&5
PRMT1 inh	-3	-3	-3	5	1	-4	0	-2	2	3&-6
LEDGF integ inh	6	2	4	31*	1	5	-3	-1	-3	1&2
KLK7 zymogen act	0.1	0.1	0.5	8.0	0.5	52*	-0.1	-0.1	0.2	0.4&-1.3
DDE Tn6 FP inh	0	4	-4	-8	0	0	0	-3	1	0&9
UHRF1 binding	0	3	1	12	8	-10	-1	1	0	2&-1
TCR CD3 inh	-7	3	2	-5	4	-1	-2	-2	1	-6&7

11: Cc1[nH]c2ccccc2c1CCCNC1CCCCC1
12: CP(=O)(O)CCCN
13: COC(=O)[C@@H]1N=C(c2ccc(OC)cc2)O[C@]12C(=O)N(Cc1ccccc1)c1ccccc12
14: COc1ccc(CN2CCCC(C(=O)c3sccc3C)C2)cc1O (centres undefined)
15: Cc1cccc(C(=O)NC(Oc2ccccc2)C(Cl)(Cl)Cl)c1 (centres undefined)
16: C[n+]1ccc(-c2cc[n+](C)cc2)cc1
17: COC(=O)C1=C(c2ccc3ccccc3c2)C[C@@H]2CC[C@H]1N2C(=O)NCc1ccc(C(F)(F)F)cc1
18: O=C(Nc1ccc(F)c([N+](=O)[O-])c1)N1C[C@H]2C[C@@H](C1)c1cccc(=O)n1C2
19: CCCCn1c(O)c(C(C)=Nc2ccc(C(=O)O)cc2)c(=O)[nH]c1=O
20: N#CC1=C(N)Oc2c(c(=O)oc3ccccc23)C1c1ccc(OC(=O)N2CCOCC2)cc1 (centres undefined)
entry no.	11	12	13	14	15	16	17	18	19	20
MBD2 inh	-3	2	0	-2	4	-3&1	5	-6	0	4
TDP2 absorb	-10	1	-1	-14	3	-3&-1	-7	-16	2	-4
SIAE inh	1	-1	0	-6	-3	2&-6	-12	2	-1	5
Tn7 DDE FP	-5	2	2	0	10	-3&-12	3	-2	-2	1
PRMT1 inh	-1	-4	-2	-6	3	-2&1	2	-3	4	-1
LEDGF integ inh	2	0	-2	3	4	0&4	-1	1	-1	1
KLK7 zymogen act	-0.7	-0.4	0.3	-0.2	-0.1	0.5&-0.7	0.2	-0.1	-1.1	-0.3
DDE Tn6 FP inh	-2	-7	0	-6	4	1&0	-1	4	10	8
UHRF1 binding	1	-1	-2	5	3	-2&4	2	2	-1	38*
TCR CD3 inh	-8	0	-3	3	-5	3&6	2	-3	-2	-2

Shown as labelled records: part of the list above.
[15] Cc1cccc(C(=O)NC(Oc2ccccc2)C(Cl)(Cl)Cl)c1 (centres undefined)
  MBD2 inh = 4; TDP2 absorb = 3; SIAE inh = -3; Tn7 DDE FP = 10; PRMT1 inh = 3; LEDGF integ inh = 4; KLK7 zymogen act = -0.1; DDE Tn6 FP inh = 4; UHRF1 binding = 3; TCR CD3 inh = -5

[16] C[n+]1ccc(-c2cc[n+](C)cc2)cc1
  MBD2 inh = -3&1; TDP2 absorb = -3&-1; SIAE inh = 2&-6; Tn7 DDE FP = -3&-12; PRMT1 inh = -2&1; LEDGF integ inh = 0&4; KLK7 zymogen act = 0.5&-0.7; DDE Tn6 FP inh = 1&0; UHRF1 binding = -2&4; TCR CD3 inh = 3&6

[17] COC(=O)C1=C(c2ccc3ccccc3c2)C[C@@H]2CC[C@H]1N2C(=O)NCc1ccc(C(F)(F)F)cc1
  MBD2 inh = 5; TDP2 absorb = -7; SIAE inh = -12; Tn7 DDE FP = 3; PRMT1 inh = 2; LEDGF integ inh = -1; KLK7 zymogen act = 0.2; DDE Tn6 FP inh = -1; UHRF1 binding = 2; TCR CD3 inh = 2

[18] O=C(Nc1ccc(F)c([N+](=O)[O-])c1)N1C[C@H]2C[C@@H](C1)c1cccc(=O)n1C2
  MBD2 inh = -6; TDP2 absorb = -16; SIAE inh = 2; Tn7 DDE FP = -2; PRMT1 inh = -3; LEDGF integ inh = 1; KLK7 zymogen act = -0.1; DDE Tn6 FP inh = 4; UHRF1 binding = 2; TCR CD3 inh = -3

Continuation:
21: O=C(OCC(=O)c1ccc([N+](=O)[O-])cc1)/C(=C/c1ccc(Cl)cc1)NC(=O)c1ccccc1
22: CC1CNCCN1c1ccc(Cl)cc1 (centres undefined)
23: CCOC(=O)CSc1ccc(C(=O)N2CCC3(CC2)OCCO3)cc1[N+](=O)[O-]
24: O=C(CNC(=O)c1cccc(Cl)c1)Nc1ccc(Br)cc1C(=O)c1ccccc1
25: Cc1ccccc1CCC[C@@H](CC1CCCCC1)CN(C)C(=O)Oc1ccccc1
26: Cc1cc(OCC(=O)N2CCC(C(N)=O)CC2)c2c3c(c(=O)oc2c1)CCCC3
27: O=C(Nc1ccc(Br)cc1)N1C[C@H]2C[C@@H](C1)c1cccc(=O)n1C2
28: O=C(/C=C/c1ccccc1)c1c(O)n(CCc2ccccc2)c(=O)[nH]c1=O
29: CC(C)COc1ccc(C2(C#N)CC[N+](C)(C)CC2)cc1
30: CN1C2CNC(=O)CC1C1CCC2C1 (centres undefined)
entry no.	21	22	23	24	25	26	27	28	29	30
MBD2 inh	-3	-3	1	-1	-1	-3	-1	-1	5	0
TDP2 absorb	1	9	-5	1	0	5	-17	6	0	-1
SIAE inh	5	2	-3	-16	-7	18*	-4	0	-2	-3
Tn7 DDE FP	8	-5	2	2	0	-4	-3	-2	-6	-5
PRMT1 inh	46*	-3	-2	-2	1	-1	-11	-1	1	-4
LEDGF integ inh	2	-2	-3	-1	-1	0	5	-1	3	-4
KLK7 zymogen act	-0.4	0.8	-0.3	0.4	0.4	3.5	-0.4	0.0	0.2	-0.9
DDE Tn6 FP inh	7	1	0	9	7	-4	-1	1	4	3
UHRF1 binding	2	-2	1	-2	-1	-4	-1	-4	-1	5
TCR CD3 inh	-9	-5	2	0	·	-2	-3	12	4	-2

31: O=c1c2ccccc2nc(CSc2ncnc3nc[nH]c23)n1-c1ccc(Cl)c(Cl)c1
32: Cc1cc2c(C(C)C)c(O)c(O)c(C=O)c2c(O)c1-c1c(C)cc2c(C(C)C)c(O)c(O)c(C=O)c2c1O
33: COc1ccc(OC)c(N2C(=O)CC(=O)NC2=O)c1
34: COc1ccc(CN2CCNCC2)cc1
35: O=c1[nH]c(O)c(C=Nc2ccccc2Oc2ccccc2)c(=O)[nH]1
36: COCCNC(=O)c1c(N)n(CCC(C)C)c2nc3ccccc3nc12
37: CC(=O)OCC(=O)[C@H]1CC[C@H]2[C@@H]3CC[C@H]4C[C@H](O)CC[C@]4(C)[C@H]3C(=O)C[C@]12C
38: CCCC12CN3CC(CCC)(CN(C1)C3c1ccccn1)C2=O (centres undefined)
39: CN(C)C1(CNC(=O)c2ccc(NS(=O)(=O)c3ccc(Cl)c(Cl)c3)cc2)CCCCC1
40: Cc1noc(C)c1CC(=O)N1CCCC(N2CCN(c3ccccc3F)CC2)C1 (centres undefined)
entry no.	31	32	33	34	35	36	37	38	39	40
MBD2 inh	3	-7	0	-1	5	-8	2	6	-2	3
TDP2 absorb	11	7	7	4	-9	9	0	16	-5	-4
SIAE inh	-1	19*	2	8	-5	-7	-5	13	-4	12
Tn7 DDE FP	2	3	-4	0	4	0	-3	-4	3	0
PRMT1 inh	0	25*	0	-4	3	3	-3	1	0	-2
LEDGF integ inh	3	66*	0	3	1	4	-2	4	-4	-5
KLK7 zymogen act	-0.2	1.1	0.2	0.9	-1.0	-48	-0.4	-0.3	0.1	0.0
DDE Tn6 FP inh	8	-3	7	-1	4	-10	-1	-6	5	-4
UHRF1 binding	0	-4	-2	-2	-1	8	0	-1	7	-1
TCR CD3 inh	-4	5	-2	-5	1	-2	6	0	-10	5

41: CC(=O)NC1CC2CCCC(C1)N2 (centres undefined)
42: CN1CCC(OC(=O)c2cccc(F)c2)CC1
43: BrCC(Br)C1CCC(Br)C(Br)C1 (centres undefined)
44: c1ccc2c(CN3CCOCC3)c[nH]c2c1
45: C[C@@H]1CC2(CCCC[N+]2(C)C)C[C@H]1C
46: Cc1cc(C)nc(-n2c(C)nc3cc(Cl)ccc3c2=O)c1
47: CCOC(=O)[C@]12Cc3cc(OC)ccc3[C@H]1N(CC(=O)OC)C(=O)c1ccccc12
48: COC(=O)C1=C(c2ccc(F)cc2F)C[C@@H]2CC[C@H]1N2C(=O)N1CCCCC1
entry no.	41	42	43	44	45	46	47	48
MBD2 inh	1	-5	2	-3	0	0	8	1
TDP2 absorb	9	10	-14	-6	0	-5	-6	7
SIAE inh	-4	5	0	-5	1	2	4	5
Tn7 DDE FP	-5	-1	-2	1	-9	-1	-1	7
PRMT1 inh	1	-8	7	5	3	-2	-3	1
LEDGF integ inh	-1	3	5	-1	-2	-1	9	-1
KLK7 zymogen act	0.5	-0.3	-0.3	0.1	0.5	-0.7	0.2	0.3
DDE Tn6 FP inh	-1	-4	-2	1	4	6	4	-1
UHRF1 binding	0	-2	5	-5	0	-1	24*	-3
TCR CD3 inh	-4	6	-7	0	-2	4	4	-4

Some of the compounds tested. The share of hits here may be higher or lower than overall.
